Gli-Sufu antag – blocks Gli-Sufu signaling in a luciferase reporter; inhibition, % at 5 µM; Sufu-KO-LIGHT fibroblasts, Gli luciferase reporter luminescence; 0.74% of 340,000 active;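 active = inhibition above about 55%, limit read from the data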;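 note: 0% = DMSO-treated cells and 100% = wells with medium but no cells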
HKDC1 inh – inhibitors of human hexokinase HKDC1. recombinant HKDC1, G6PDH/diaphorase resazurin coupled fluorescence. inhibition, % at 20 µM. 0.16% of 340,000 active;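 active = inhibition above about 35% when tested at 20 µM, limit read from the data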;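 note: plate controls were DMSO wells with enzyme for no effect and DMSO wells lacking enzyme for full effect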
Target sequence (Q2TB90 whole entry, looked up): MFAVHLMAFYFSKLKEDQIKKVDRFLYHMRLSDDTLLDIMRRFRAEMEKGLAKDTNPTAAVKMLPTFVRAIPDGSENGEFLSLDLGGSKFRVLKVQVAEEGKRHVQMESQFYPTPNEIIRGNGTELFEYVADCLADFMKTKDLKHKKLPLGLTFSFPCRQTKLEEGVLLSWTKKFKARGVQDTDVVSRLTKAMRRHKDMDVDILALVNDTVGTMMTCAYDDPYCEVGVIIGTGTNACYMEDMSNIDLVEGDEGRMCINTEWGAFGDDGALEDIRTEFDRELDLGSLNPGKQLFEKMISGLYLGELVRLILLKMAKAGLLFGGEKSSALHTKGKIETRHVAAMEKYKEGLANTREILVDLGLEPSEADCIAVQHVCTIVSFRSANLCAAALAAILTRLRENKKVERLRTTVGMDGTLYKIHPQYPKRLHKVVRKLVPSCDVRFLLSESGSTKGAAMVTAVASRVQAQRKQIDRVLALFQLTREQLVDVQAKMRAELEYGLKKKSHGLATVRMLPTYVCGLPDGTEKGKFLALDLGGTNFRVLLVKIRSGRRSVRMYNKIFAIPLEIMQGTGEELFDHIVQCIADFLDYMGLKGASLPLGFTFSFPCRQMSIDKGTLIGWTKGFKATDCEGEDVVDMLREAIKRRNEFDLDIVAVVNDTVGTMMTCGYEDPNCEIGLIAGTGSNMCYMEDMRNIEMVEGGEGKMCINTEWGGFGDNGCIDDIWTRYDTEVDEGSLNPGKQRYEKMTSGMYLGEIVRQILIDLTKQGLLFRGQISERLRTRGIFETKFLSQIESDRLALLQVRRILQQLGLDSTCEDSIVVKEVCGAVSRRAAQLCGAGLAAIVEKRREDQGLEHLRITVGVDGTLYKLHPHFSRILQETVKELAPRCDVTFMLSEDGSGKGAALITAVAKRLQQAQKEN
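test system = in-house recombinant HK5 (HKDC1) enzyme | amount = HKDC1 at 5 µg/mL | control set = DMSO-enzyme wells negative, buffer-substituted wells positive | compound = one dose of 20 µM, 1% DMSO | schedule = reaction time 90 min, room temperature, protected from light | technique = resorufin fluorescence at 613 nm | reagent = glucose with 1 mM ATP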
Active calls of the source: *; nt = not tested or not shown.

SMILES	Gli-Sufu antag	HKDC1 inh
O=C(O)CN1C(=O)C(=O)N(Cc2ccc(C(F)(F)F)cc2)C1=O	nt	1
COc1ccc(O)c(C(=O)c2cnc3nc4ccccc4n3c2)c1	nt	19
Cc1ccc(NC(=O)COC(=O)CNC(=O)c2cccs2)cc1S(=O)(=O)N1CCOCC1	nt	2
CCN(CC(=O)Nc1ccccc1C(F)(F)F)C(=O)c1ccc(-n2nc(C)c(CCC(=O)OC)c2C)cc1	nt	0
Fc1ccc(C2=NNC(=NCc3ccccc3)SC2)cc1F	nt	-27
Cc1ccc2c(c1)C(=NC1CCCCC1)c1cc3ccccc3nc1-2	nt	-2
CCOC(=O)c1ccc2ncc(-c3ccccc3)nc2c1	nt	-1
C=CCn1c(=O)[nH]c(=O)c2c(N)c(C(=O)c3ccc(OC)cc3)sc21	nt	16
COC(=O)C1=CN(Cc2ccc(OC)c(OC)c2)C=C(C(=O)OC)C1c1cccs1	nt	-1
O=C(c1cccc(S(=O)(=O)N2CCN(c3ccc(F)cc3)CC2)c1)N1CCN(c2ccccc2O)CC1	nt	5
COc1ccc(CC(=O)N(C)Cc2ccc(OC(F)F)cc2)cc1S(=O)(=O)N1CCOCC1	nt	-5
C=CS(=O)(=O)N(Cc1ccccc1Br)[C@H](CO)CC(C)C	-15	2
O=C1NC2(CCCCC2)OC12CCCCC2	6	-7
CCOC(=O)c1cnc(-n2nc(C)cc2C)nc1Nc1ccc(C)cc1	4	-5
N#C/C(=C\c1cccs1)c1nc2ccccc2[nH]1	-40	-1
N#Cc1cnc(SCC(=O)N2CCCCC2)nc1N	5	-3
Cc1[nH]c(=O)nc(NN=Cc2ccc(Cl)cc2)c1C(=O)Nc1ccc(Cl)cc1	6	-3
CC(C)CCCCCCCCCCCCC(=O)NCC(=O)NC1C(C)OC(Nc2ncnc3nc[nH]c23)C(O)C1O (configuration not stated)	70*	-8
O=C1C[C@@H]2c3c(cccc3CN1Cc1ccc(Cl)cc1)C[C@@H](O)[C@H]2O	-8	3
COc1ccc(C=NNc2nc3c([nH]2)c(=O)n(C)c(=O)n3C)cc1	7	-10
O=C(C(Cl)Cl)N1CC2CCC(CC2)C1	0	5
CC1(O)CC2CC1C(C(=O)O)C2C(=O)O (configuration not stated)	-17	-2
CCCN(CCC)C(=O)C(c1ccccc1)C1(O)CCCCC1 (configuration not stated)	9	2
COc1ccc2c(C)cc(SCC(=O)Nc3ccc(Cl)cn3)nc2c1	5	-8
CC1=CC(=O)Nc2ccccc2S1	20	1
CC1=CC(=O)C(C(C)=Nc2ccccc2[N+](=O)[O-])C(=O)O1 (configuration not stated)	1	-4
CC12C=CC(=O)C=C1CCC1C2C(=O)CC2(C)C1CCC2(O)C(=O)CO (configuration not stated)	8	-4
CN(C)CCCNCC(=O)c1c(-c2ccccc2)n(C)c2ccccc12	16	-9
S=C(Nc1cc(Cl)ccc1Oc1ccccc1)N1CCN(c2ccccn2)CC1	3	7
COc1cc(C(C)=NNC(=O)c2ccncc2)ccc1O	1	-4
COc1ccc(C(=O)C(CN2CCOCC2)c2ccccc2)cc1F (configuration not stated)	55	0
O=[N+]([O-])c1c(NCc2ccco2)ncnc1NCc1ccco1	-7	-2
Cc1cc(Br)ccc1SCC(=O)OCC(O)=C(C#N)c1nc2ccccc2[nH]1	7	1
Cc1cc(NC(=O)c2ccc([N+](=O)[O-])o2)ccc1NC(=O)c1ccco1	28	-3
Cc1ccc(NC(=O)CN2C(=O)N/C(=C/c3cccn3-c3ccc(C(=O)O)cc3)C2=O)cc1	0	27
CCCCN1C(=O)CC(SC2CC(=O)N(CCCC)C2=O)C1=O (configuration not stated)	8	-1
Nc1ccc2ccccc2c1C(=O)c1ccccc1	-1	0
N#CC(CCc1ccccn1)c1ccccc1 (configuration not stated)	-6	-8
C=CC(=O)N1C/C(=C/c2ccccc2)C(=O)/C(=C\c2ccccc2)C1	-1	38*
Cc1c(C(N)=O)cc([N+](=O)[O-])cc1[N+](=O)[O-]	3	-6
CC(=O)c1cccc(OCC(O)CNCC2CCCCC2)c1 (configuration not stated)	11	-2
CSc1nnc2c(=O)[nH]c(=O)n(C)c2n1	7	-6
C[C@H]1CN(S(=O)C(C)(C)C)[C@@H](CCO)/C1=C\CCO (some centres not stated)	5	-7
Cc1c(C(=O)Nc2cccc(Cl)c2)c2ccccn2c1CCc1ccncc1	-14	-5
COc1cccc(C(=O)Oc2ccccc2/C=C\C(=O)c2cc3ccccc3o2)c1	10	28

Quoted at random: 5 compounds from above.
SMILES	Gli-Sufu antag	HKDC1 inh
CC(C)CCCCCCCCCCCCC(=O)NCC(=O)NC1C(C)OC(Nc2ncnc3nc[nH]c23)C(O)C1O (configuration not stated)	70*	-8
Cc1ccc2c(c1)C(=NC1CCCCC1)c1cc3ccccc3nc1-2	nt	-2
CCCN(CCC)C(=O)C(c1ccccc1)C1(O)CCCCC1 (configuration not stated)	9	2
C=CS(=O)(=O)N(Cc1ccccc1Br)[C@H](CO)CC(C)C	-15	2
O=C1NC2(CCCCC2)OC12CCCCC2	6	-7

Next records follow:
SMILES	Gli-Sufu antag	HKDC1 inh
CCOC(=O)C(=O)NC1CC=CCC1c1ccc2c(c1)OCO2 (configuration not stated)	-22	2
NC(=O)CN1C(=O)C(O)(CC(=O)c2ccccc2O)c2ccccc21 (configuration not stated)	9	-3
O=[N+]([O-])c1cccc(COc2ccccc2CN2CCCCC2)c1	13	-5
COc1cc(COc2ccc(S(=O)(=O)N3CCOCC3)cc2[N+](=O)[O-])ccc1OC(F)F	-3	-5
CN(C)c1ccc(/C=C2/C[N+](C)(C)C/C(=C/c3ccc(N(C)C)cc3)C2=O)cc1	-30	16
CCOc1ccc(C2=Nn3c(nnc3-c3ccc(OC)cc3)SC2)cc1	13	1
COc1cc(C2C3=C(COC3=O)Oc3cc4c(cc32)OCO4)cc(OC)c1O (configuration not stated)	50	-4
COc1ccc(C)cc1NC(=O)c1cc(C2CC2)nc2c1c(C)nn2C1CCS(=O)(=O)C1 (configuration not stated)	4	-4
CCC1CCCCN1C(=O)COC(=O)c1ccc(S(=O)(=O)N2CCOCC2)cc1 (configuration not stated)	4	-2
CC(=O)NC12CC3CC(C1)CC(C(=O)N1CCN(S(=O)(=O)c4cccc([N+](=O)[O-])c4)CC1)(C3)C2	-3	2
COC(=O)c1ccc(C)cc1C1CN=NC12Cc1cc(C)ccc1C2=O (configuration not stated)	11	-1
CCN(C(=O)COC(=O)CCS(=O)(=O)c1ccccc1)c1c(N)n(Cc2ccccc2)c(=O)[nH]c1=O	-1	-3
Cc1cc(C=O)c(C)c2c1[nH]c1ccccc12	-1	2
COc1ccc(-c2csc(N3C(=O)CNC3=S)n2)cc1	-82	-4
O=C(O)CSc1cc(NS(=O)(=O)c2ccc(Cl)cc2)c2ccccc2c1O	6	65*
COC(=O)c1cc2c(n1S(=O)(=O)c1ccc(C)cc1)C(=O)C(=O)c1[nH]cc(C(=O)OCc3ccccc3)c1-2	87*	23
COc1ccc(Cl)c(CNC[C@H]2O[C@@H](n3cnc(C(N)=O)n3)[C@H](O)[C@@H]2O)c1	-9	4
CCOC(=O)c1cc2c(c(CCO)n1)[C@@H](CCO)N(S(=O)(=O)C(C)(C)C)C2	13	-4
COCCn1c(COc2ccccc2)nnc1SCC(N)=O	-15	-9
CCN(CC)S(=O)(=O)c1ccc(C(=O)Nc2cc(S(=O)(=O)N3CCOCC3)ccc2N2CCN(C)CC2)cc1	6	0
COc1cc2c(cc1NC(=O)C(Cl)Cl)-c1ccc(NC(=O)C(Cl)Cl)cc1C2	-15	8
Fc1cccc(-c2ncc(-c3ccccc3)o2)c1	-36	-5
CCCCn1c2nc3ccccc3nc2c2c(=N)oc(C)nc21	2	-10
O=C(CNC(=O)c1ccc(-c2ccccc2)cc1)OCc1ccc(Br)cc1	-15	-7
O=[N+]([O-])c1ccc(S(=O)(=O)NN=Cc2ccc(Cl)c(Cl)c2)cc1	-3	0
O=C(CC(=O)c1ccncc1)c1ccccc1	-1	-4
CCCCNC(=O)CN1C(=O)c2cccc(N)c2C1=O	0	-4
Cc1csc(=O)n1CC(=O)OC(C)C(=O)Nc1ccc(N(C)C)cc1 (configuration not stated)	-15	-1
CCN(CC(=O)Nc1c(F)cccc1F)C(=O)Cc1cccs1	-3	-5
O=[N+]([O-])c1ccc(N/N=C2/CCCCC2c2ccccn2)cc1 (configuration not stated)	-16	0

Full records from above:
O=C(CNC(=O)c1ccc(-c2ccccc2)cc1)OCc1ccc(Br)cc1 is entered as Gli-Sufu antag: -15; HKDC1 inh: -7
COc1ccc(Cl)c(CNC[C@H]2O[C@@H](n3cnc(C(N)=O)n3)[C@H](O)[C@@H]2O)c1 is entered as Gli-Sufu antag: -9; HKDC1 inh: 4
O=[N+]([O-])c1ccc(S(=O)(=O)NN=Cc2ccc(Cl)c(Cl)c2)cc1 is entered as Gli-Sufu antag: -3; HKDC1 inh: 0

(next part)
SMILES	Gli-Sufu antag	HKDC1 inh
COc1ccc(CC(=O)NCC(=O)N/N=C/c2ccco2)cc1	-15	-2
O=C(Cc1cccc(NC(=O)C2CCCN(C(=O)c3ccccc3)C2)c1)Nc1ccc(C(=O)N2CCOCC2)cc1 (configuration not stated)	1	-3
CC(=O)N1C(=O)/C(=C2\SC(=S)N(c3c(C)n(C)n(-c4ccccc4)c3=O)C2=O)c2ccccc21	5	14
O=C(O)C(Cc1ccccc1[N+](=O)[O-])N1C(=O)c2ccccc2C1=O (configuration not stated)	1	1
COc1ccc(CN=C2NC(=O)CC(C(=O)Nc3ccc([N+](=O)[O-])cc3C)S2)cc1 (configuration not stated)	-6	-3
CCOc1ccc(NC(=O)c2ccc(NS(=O)(=O)c3cccc4cccnc34)cc2)cc1	-21	1
NC(=O)c1ncn([C@@H]2O[C@H](CN=C3NS(=O)(=O)c4ccccc43)[C@@H](O)[C@H]2O)n1	-4	-4
COc1cccc(C=NN2CCCCCC2)c1OC	-54	-8
O=C(CS(=O)CC(=O)Nc1ccc(Cl)cc1)NCC1OCCc2ccccc21 (configuration not stated)	-9	-7
COc1cc(SC)ccc1C(=O)Nc1ccc2c(c1)OCO2	-76	3
O=C(CCl)N1c2ccccc2Oc2ccc3ccccc3c21	-8	34
Cc1ccccc1-c1cccc([C@@H]2C[C@H]3[C@H](CON3C)CN2Cc2cc(Cl)cc(Cl)c2)c1	4	0
O=[N+]([O-])c1cc(F)cc(F)c1Nc1ccc(F)cc1	7	-4
COc1cccc(C2c3cc4c(cc3OC(N3CCCC3)C2C)OCO4)c1O (configuration not stated)	12	4
O=[N+]([O-])c1cc2c(c3cccnc13)COCO2	2	9

Another view of part of the listing above.
Order of results – Gli-Sufu antag, HKDC1 inh
> COc1cccc(C2c3cc4c(cc3OC(N3CCCC3)C2C)OCO4)c1O (configuration not stated)
 : 12, 4
> O=[N+]([O-])c1cc(F)cc(F)c1Nc1ccc(F)cc1
 : 7, -4
> COc1ccc(CC(=O)NCC(=O)N/N=C/c2ccco2)cc1
 : -15, -2

New compounds follow
SMILES	Gli-Sufu antag	HKDC1 inh
C#CCN1C=CC(=O)[C@@H](OC(=O)Nc2ccccc2Br)[C@H]1c1ccccc1Br	4	-4
Cc1ccc(NC(=O)N2CCCC2C(=O)NCCc2ccccc2)cc1 (configuration not stated)	7	-7
Cc1ccc2oc(-c3cccc(NC(=O)c4ccccn4)c3)nc2c1	-20	-4
CC(C)NC(=O)CSc1nc2ccccc2n1CC(=O)N(C(C)C)C(C)C	3	0
COC(=O)CC1(CC(N)=O)SCCS1	0	-4
Cc1ccc(S(=O)(=O)N2CCC(=O)CC2c2ccccc2)cc1 (configuration not stated)	3	3
CCCCNC(=O)[C@@H]1CSC2c3ccccc3C(=O)N21 (some centres not stated)	9	-3
Nc1cc2c(cc1Br)[nH]c(=O)c1ccccc12	22	4
O=C(CCCCCCCC(=O)N1CCCCC1)N1CCCCC1	-14	-9
O=C1CC(C(=O)O)C(c2ccccc2)c2ccccc21 (configuration not stated)	7	-2
COc1ccccc1OCCNC(=O)CCNS(=O)(=O)c1ccc(C)cc1	-2	-1
COc1ccc2c(n1)Sc1nc3ccccc3nc1N2	2	19
O=C(O)CC1(CC(=O)O)Nc2ccccc2SC1=O	-4	5
CC(=O)Nc1cccc(C(=O)N2CCN(S(=O)(=O)c3ccc(C4CCCCC4)cc3)CC2)c1	8	1
CC(=O)C1=CN(CC2CCCCC2)CCC1=O	2	-5
O=C(C=Cc1ccccc1)NCCNC(=O)C=Cc1ccccc1	6	-4
CNC(=S)N1C2CCCC1CC(NC(=O)c1ccc(C)cc1)C2 (configuration not stated)	13	-8
Cc1csc(C2=C(O)CN(c3ccc4c(c3)OCCOCCOCCOCCO4)C2=N)n1	-1	2
Cc1ccccc1-c1cccc([C@@H]2C[C@H]3[C@H](CON3C)CN2C)c1	5	-2
Oc1c(Br)cc(Br)cc1/C=N/Nc1ccc(Cl)nn1	90*	-16
CC12CC3OC3CC1CCC1C2CCC2(C)C1CCC21OCCO1 (configuration not stated)	1	-2
CCn1cc(C(=O)OCC(=O)c2cc(C)n(-c3cccc(C(F)(F)F)c3)c2C)c(=O)c2ccc(C)nc21	6	-7
O=C(CC1C=CCC1)Nc1ccccc1 (configuration not stated)	-2	-5

Four of these compounds, reformatted.
Each structure is followed by: Gli-Sufu antag, HKDC1 inh
- O=C(C=Cc1ccccc1)NCCNC(=O)C=Cc1ccccc1
 : 6, -4
- CNC(=S)N1C2CCCC1CC(NC(=O)c1ccc(C)cc1)C2 (configuration not stated)
 : 13, -8
- Cc1csc(C2=C(O)CN(c3ccc4c(c3)OCCOCCOCCOCCO4)C2=N)n1
 : -1, 2
- Cc1ccccc1-c1cccc([C@@H]2C[C@H]3[C@H](CON3C)CN2C)c1
 : 5, -2

High-throughput results as filed in PubChem BioAssay.

Some of the compounds tested, so the mix of outcomes need not match the whole.
